TNAP activation fold – human TNAP enzyme activators, primary screen, biochemical, luminescent, no phosphate acceptor, uHTS (AID 1001) | Alkaline phosphatase, tissue-nonspecific isozyme (Homo sapiens) | purified TNAP, luminescent activation assay, no phosphate acceptor; higher activation fold means a stronger effect | one-dose activation fold at 20 µM; EC50 in µM for titrated hits | actives 0.03% (n = 200,000); in the data active = activation fold from about 3, or a potency from the dose series; inactive = the rest, 99 in 100 with activation fold below about 1.6; also: many of its hits are not listed in these tables
NOD1 inhibition – NOD1 signaling inhibitors, primary screen, cell-based, luminescence, uHTS (AID 1578) | NOD1-driven NF-kB luciferase reporter cells, luminescence; higher % means a stronger effect | inhibition, % at 4 µM, or EC50 in µM where a hit was titrated | actives 1% (n = 290,000); in the data active = inhibition mostly above about 36%, no sharp cut-off; inactive = mostly below about 34%;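 also: HEK-293T reporter cells stimulated with the NOD1 agonist gamma-tri-DAP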
NTR1 agonist – agonists of NTR1, primary screen, imaging, U2OS cells, beta-arrestin-GFP, high content (AID 493036); Neurotensin receptor type 1 (Homo sapiens), P30989; NTR1-U2OS beta-arrestin-GFP spot imaging, agonist mode; activation, % at 20 µM; actives 0.17% (n = 330,000);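 active = activation at or above 40% of the spot to cytoplasm intensity ratio, with at least 20 cells analyzed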;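 also: 0% = DMSO without peptide and 100% = 100 nM NTR1 peptide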
Target sequence (P30989 whole entry, looked up): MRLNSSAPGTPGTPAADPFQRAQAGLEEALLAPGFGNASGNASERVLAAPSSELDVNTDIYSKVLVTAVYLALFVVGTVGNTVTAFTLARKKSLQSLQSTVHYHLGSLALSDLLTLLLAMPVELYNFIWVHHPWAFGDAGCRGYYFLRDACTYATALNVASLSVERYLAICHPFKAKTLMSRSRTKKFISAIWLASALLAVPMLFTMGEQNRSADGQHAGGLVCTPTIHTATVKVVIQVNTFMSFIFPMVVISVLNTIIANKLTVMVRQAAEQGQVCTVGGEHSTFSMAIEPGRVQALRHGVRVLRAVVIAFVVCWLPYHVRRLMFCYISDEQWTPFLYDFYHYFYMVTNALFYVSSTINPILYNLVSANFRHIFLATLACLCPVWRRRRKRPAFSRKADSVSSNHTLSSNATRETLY
KOR beta-arrestin-1 – KOR agonists, beta-arrestin recruitment, primary screen, cell-based, luminescence, uHTS (AID 1777) | actives 0.02% (n = 280,000) | activation, % at 10 µM; hits with a dose series show EC50 in µM | KOR beta-arrestin recruitment, luminescence; higher % means a stronger effect; in the data active = activation above about 50%, passing the limit was not always enough; also: a part of the inactive calls stands beside numbers as strong as those of hits
KOR beta-arrestin-2 – KOR antagonists, beta-arrestin recruitment, cell-based, luminescence, uHTS (AID 1778) | inhibition, % at 10 µM, or IC50 in µM where a hit was titrated | actives 0.091% (n = 290,000) | KOR beta-arrestin recruitment, luminescence, antagonist mode; higher % means a stronger effect; also: strong numbers were not always called active
NOD2 inhibition – NOD2 signaling inhibitors, cell-based, luminescence, uHTS, HEK293 (AID 1566); HEK293 NOD2/NF-kB luciferase reporter, luminescence; higher % means a stronger effect; actives 0.63% (n = 290,000); inhibition, % at 4 µM; hits with a dose series show EC50 in µM; also: many of its hits are not listed in these tables
ER stress rescue – rescue of cells from ER stress-induced death, primary screen, 384-well, CSM14.1, thapsigargin, ATP luminescence (AID 1222); CSM14.1 thapsigargin-induced death rescue, ATP luminescence; higher % means a stronger effect; one-dose cellular ATP content (survival), % at 20 µM; EC50 in µM for titrated hits; 190,000 tested, under 10 active;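 active = EC50 below 50 µM in the dose-response confirmation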;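 also: death triggered by thapsigargin at about 15 µM added after 2 h compound pretreatment; cell ATP read after overnight thapsigargin exposure of roughly 18 to 22 hours; normalized against plate controls of thapsigargin alone and 5% DMSO vehicle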
GPR55 activation – GPR55 agonists via beta-arrestin recruitment, primary screen, imaging, U2OS cells, beta-arrestin-GFP redistribution (AID 1961); G-protein coupled receptor 55 (Homo sapiens); U2OS GPR55 beta-arrestin-GFP redistribution imaging; higher % means a stronger effect; activation, % at 10 µM, or EC50 in µM where a hit was titrated; actives 0.048% (n = 290,000);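 active = activation above 40% with more than 50 cells counted in the well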;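 also: U2OS osteosarcoma cells stably expressing GPR55 and beta-arrestin-GFP; plate controls were DMSO negative control for no effect and LPI positive control for full effect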
Yfh1-depleted yeast – enhancers of respiration in Yfh1-depleted yeast, dose response, Friedreich's ataxia, plus single-dose screen (AID 1465). actives 0.074% (n = 220,000). fold induction at 50 µM, or EC50 in µM where a hit was titrated. S. cerevisiae Yfh1-off respiration, WST-1 reduction, 72 h; higher fold induction means a stronger effect;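 active = fold induction of absorbance versus untreated yeast above a set limit, then at least 30% activation at any dose in follow-up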;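 also: activators that raise dye reduction in frataxin-depleted yeast; strong numbers were not always called active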
NTR1 agonist cell count 20 µM – further read-out of NTR1 agonist, marked with its call; cell count; measured here: cell count, cytotoxicity flag
An asterisk follows results filed as active; i = inactive; nt = no result given; [ ] = remark or other dose. Rule as the data show it, unless noted: active = inhibition above about 50%; inactive = the rest. Some of the compounds tested. The share of hits here may be higher or lower than overall.

entry	Structure	TNAP activation fold	NOD1 inhibition	NTR1 agonist	NTR1 agonist cell count 20 µM	KOR beta-arrestin-1	KOR beta-arrestin-2	NOD2 inhibition	ER stress rescue	GPR55 activation	Yfh1-depleted yeast
1	CC1(C)CC(C(CCN(Cc2ccccc2)C(=O)c2ccco2)c2ccc(F)cc2)CCO1 (configuration not stated)	1	-2%	nt	nt	6.3%	-9%	-10%	8.3%	-0.1%	i
2	CCCOc1cccc(C2C(C(=O)c3ccc(C)o3)=C(O)C(=O)N2CCN2CCOCC2)c1 (configuration not stated)	nt	-28%	-0.2	51	1.1%	-22%	-4%	nt	-0.1%	nt
3	CC1Cc2ccccc2N1C(=O)c1cnc2ccccn2c1=O (configuration not stated)	1.1	nt	-0.3	52	1.6%	19%	-3%	nt	0.1%	i
4	O=C(N/N=C/C(Br)=C/c1ccccc1)c1n[nH]c2c1CCC2	1.3	-67%	10	43	-1.2%	-193%	-143%	-4.7%	-0.2%	i
5	CC(C)(C)NC(=O)C(c1ccc(O)cc1)N(C(=O)CCC(=O)Nc1ccccn1)c1ccc(F)cc1 (configuration not stated)	nt	11%	-0.7	42	-0.1%	-13%	-6%	nt	-0.3%	nt
6	O=C(NCCC1=CCCCC1)C1CCC(CNc2c(N3CCCCC3)c(=O)c2=O)CC1 (configuration not stated)	nt	-5%	0.5	77	1.4%	-3%	-9%	nt	-0.2%	i
7	O=C(Nc1ccc(S(=O)(=O)N2CCOCC2)cc1)c1ccc(Cl)cc1	nt	-7%	-2.9	59	-2.2%	1%	8%	nt	-0.1%	i
8	CCCn1nnnc1NCc1cccc(OC)c1	nt	-27%	0.2	66	2.1%	-15%	-19%	nt	-0.1%	nt
9	COc1ccc(CN2CCNC(=O)C2CC(=O)NCCc2nc(C)c(C)s2)c(OC)c1 (configuration not stated)	nt	5%	-0.4	76	2.7%	-23%	9%	nt	-0.2%	i
10	CC(CNC(=O)COc1ccccc1)OC(=O)Nc1cccc(Cl)c1 (configuration not stated)	1.1	17%	-0.9	71	4.7%	-2%	4%	-1.3%	1.0%	i

The listing continues.
entry	Structure	TNAP activation fold	NOD1 inhibition	NTR1 agonist	NTR1 agonist cell count 20 µM	KOR beta-arrestin-1	KOR beta-arrestin-2	NOD2 inhibition	ER stress rescue	GPR55 activation	Yfh1-depleted yeast
11	Cc1cccc(NC(=S)NCc2ccco2)c1C	1.1	-30%	-1.3	47	1.2%	nt	2%	-1.8%	-0.2%	i
12	CCn1c(SCC(=O)Nc2nc3ccc(OC)cc3s2)nnc1-c1ccoc1C	1	-27%	2.1	47	4.7%	8%	-5%	1.8%	-0.1%	i
13	NNC(=O)c1cc2c(s1)-c1cc(Cl)ccc1SC2	nt	-1%	0.3	50	2.1%	42%	-17%	nt	-0.3%	i
14	O=C(CN1C(=O)NC2(CCCCC2)C1=O)Nc1ccc(F)cc1	1.1	-15%	-0.8	55	-2.6%	16%	10%	-1.0%	-0.2%	i
15	COC(=O)c1cc2c(ccn2-c2ccc(F)cc2)n1CC(=O)C(C)(C)C	1	-6%	0.1	21	-3.3%	-64%[20 µM]	-8%	-2.3%	-0.1%	i
16	C=Cc1ccc(Cn2c(=O)n(CCCOC)c(=O)c3sccc32)cc1	nt	9%	-0.1	69	7.5%	-24%[20 µM]	6%	nt	0.1%	nt
17	CCCCNC(=S)NNC(=O)c1csc2ccccc12	1.3	-29%	0.8	72	0.2%	-20%	-34%	-1.9%	-0.1%	i
18	CCOc1cc(/C=C2\C(=O)N(c3nc(-c4ccc(Br)cc4)cs3)N=C2c2ccccc2)ccc1O	0.7	26%	1.0	89	nt	11%	-7%	1.6%	-0.1%	nt
19	COc1cc(/C=C(\NC(=O)c2cc(OC)c(OC)c(OC)c2)C(=O)NC(C(=O)O)c2ccccc2)cc(OC)c1OC (configuration not stated)	nt	-3%	-0.4	72	-4.0%	-2%	20%	nt	-0.1%	nt
20	Cc1cc(C)cc(OCc2nnc(SCC(=O)NC3CC3)n2C)c1	nt	3%	2.4	53	3.8%	-20%	18%	nt	-0.1%	nt

(more compounds)
entry	Structure	TNAP activation fold	NOD1 inhibition	NTR1 agonist	NTR1 agonist cell count 20 µM	KOR beta-arrestin-1	KOR beta-arrestin-2	NOD2 inhibition	ER stress rescue	GPR55 activation	Yfh1-depleted yeast
21	CN1CCN(c2ccccc2NC(=O)c2ccc(-c3ccccc3)cc2)CC1	1.1	nt	1.2	70	-1.2%	21%	-12%	-2.7%	0.2%	i
22	O=C(COc1ccc(Br)cc1)NCCNC(=O)c1ccncc1	nt	-30%	1.8	60	8.8%	10%	-3%	nt	0.3%	nt
23	Fc1ccc(COc2ccc(Br)cc2CNCC2CCCO2)cc1 (configuration not stated)	1.1	-34%	0.1	60	-3.3%	23%	10%	-1.5%	-0.2%	i
24	O=C(c1ccc(Cl)cc1)N1CCC(N2CCC(C(=O)N3CCOCC3)CC2)CC1	nt	-20%	-0.3	56	10%	1%	13%	nt	-0.1%	nt
25	Cc1c(N2C(=O)CSC2=S)c(=O)n(-c2ccccc2)n1C	1	-19%	1.5	74	-2.5%	9%	26%	-0.6%	-0.3%	i
26	CCCCCCn1c(N2CCCC2)nc2c1c(=O)[nH]c(=O)n2C	nt	-2%	4.0	58	-0.8%	20%	24%	nt	0.0%	nt
27	Cc1cc(OCC(=O)NCc2cccnc2)c2c(C)c(C)c(=O)oc2c1	nt	-28%	0.4	61	4.0%	18%	17%	nt	-0.2%	nt
28	C=CCn1c(Cc2cccs2)nnc1SCC(=O)Nc1cc(OC)cc(OC)c1	1.1	-14%	-0.6	91	-1.6%	-21%	24%	-0.2%	-0.4%	i
29	CCOc1cc(/C=N\NC(=O)CC(=O)NCCc2ccccc2)ccc1O	1	-24%	0.6	33	nt	-17%[20 µM]	6%	1.2%	-0.1%	i
30	N#C/C(=C\c1ccc(-c2ccc(C(=O)O)cc2)o1)C(=O)NCC1CCCO1 (configuration not stated)	1.3	-29%	-1.2	72	1.2%	17%	-6%	-0.3%	0.2%	i

Later entries:
entry	Structure	TNAP activation fold	NOD1 inhibition	NTR1 agonist	NTR1 agonist cell count 20 µM	KOR beta-arrestin-1	KOR beta-arrestin-2	NOD2 inhibition	ER stress rescue	GPR55 activation	Yfh1-depleted yeast
31	Cc1cccc(NC2=NC3(CCCCC3)N=C(N)N2)c1C	1.4	-12%	-1.1	64	12%	-19%	-7%	-0.9%	-0.3%	i
32	COc1ccccc1N1CCN(Cc2cc(OC)c3c(c2)OCO3)CC1	nt	-35%	0.2	68	3.0%	-28%[20 µM]	-7%	nt	-0.3%	nt
33	COc1ccc(C2N(c3ccccc3)C(=O)C2(F)F)cc1OC (configuration not stated)	nt	0%	2.2	75	0.1%	9%	17%	nt	-0.1%	nt
34	Cc1ccc(C)n1-c1c(C(=O)NN)cnn1-c1ccccc1	1	-26%	3.8	43	8.8%	12%	-7%	nt	0.1%	i
35	Cc1cccc(N2NC(=O)/C(=C/c3ccc(-c4ccc(Cl)c(C(=O)O)c4)o3)C2=O)c1	1.5	-11%	nt	nt	4.7%	-26%	4%	0.5%	-0.3%	i
36	O=C(COS(=O)c1ccccc1)Nc1cc(Cl)ccc1N1CCOCC1 (configuration not stated)	1	-1%	0.5	87	-0.3%	-34%[20 µM]	16%	0.3%	-0.1%	i
37	CCC(C)Sc1nc2c(cnn2-c2ccccc2)c(=O)[nH]1 (configuration not stated)	1	22%	6.7	50	3.9%	-124%	6%	nt	0.6%	i
38	CC1(C)Cc2nc(-c3ccccc3)nc(NNC(=O)c3ccco3)c2CO1	nt	-1%	-1.1	55	-2.8%	11%	13%	nt	0.2%	i
39	COC(=O)c1cc(NS(=O)(=O)c2ccc(NCc3cccnc3)c([N+](=O)[O-])c2)cc(C(=O)OC)c1	1.1	-18%	2.0	59	-2.3%	11%	4%	2.2%	-0.1%	i
40	O=C(O)CSc1nc2c(cnn2-c2ccccc2)c(=O)n1-c1ccc(Br)cc1	1	-24%	5.3	65	-0.6%	-35%	-2%	-1.9%	0.0%	i

The closing 2 records of the part above come first, to join the parts:
entry	Structure	TNAP activation fold	NOD1 inhibition	NTR1 agonist	NTR1 agonist cell count 20 µM	KOR beta-arrestin-1	KOR beta-arrestin-2	NOD2 inhibition	ER stress rescue	GPR55 activation	Yfh1-depleted yeast
39	COC(=O)c1cc(NS(=O)(=O)c2ccc(NCc3cccnc3)c([N+](=O)[O-])c2)cc(C(=O)OC)c1	1.1	-18%	2.0	59	-2.3%	11%	4%	2.2%	-0.1%	i
40	O=C(O)CSc1nc2c(cnn2-c2ccccc2)c(=O)n1-c1ccc(Br)cc1	1	-24%	5.3	65	-0.6%	-35%	-2%	-1.9%	0.0%	i
41	COc1cccc(C(=O)/C=C/c2ccc(OCC#N)c(OC)c2)c1	1.1	nt	8.4	65	8.4%	-5%	nt	-0.8%	-0.3%	i
42	Cn1c(C(=O)NCCN2CCOCC2)cc2c(=O)n(C)c3ccccc3c21	1.1	-17%	-4.2	54	7.1%	0%	-2%	-0.6%	-0.1%	i
43	Cc1ccc(C)c(OCc2cc(C(=O)N(C)Cc3ccccn3)no2)c1	nt	-32%	0.9	42	4.7%	8%	4%	nt	-0.2%	nt
44	O=C(Nc1ccc(S(=O)(=O)NC2CCCCC2)cc1)c1ccc(Br)o1	1.1	5%	1.3	58	-1.4%	24%	1%	-1.9%	-0.2%	i
45	CCCCn1c(N)c(N(CC)C(=O)CN2C(=O)NC(C)(c3ccccc3)C2=O)c(=O)[nH]c1=O (configuration not stated)	nt	-32%	0.5	66	-0.1%	17%	11%	nt	-0.1%	nt
46	Cc1cc(C)c(C(=O)N2CCCC(Nc3ccc(F)cc3)C2)o1 (configuration not stated)	nt	2%	0.1	63	-2.4%	-14%	8%	nt	-0.1%	nt
47	COc1ccccc1OCCC(=O)OCC(=O)c1[nH]c(C)c(C(C)=O)c1C	1.1	-22%	-0.8	53	-6.1%	-18%	15%	8.8%	0.6%	i
48	CC(C)(C)NC(=O)CN(C(=O)CCC(=O)Nc1nccs1)c1ccc(F)c(Cl)c1	nt	-5%	-0.3	80	-5.0%	-10%	2%	nt	0.0%	nt
49	C=CC[n+]1c(-c2ccc(OC)c(OC)c2)csc1NNC(=O)Nc1ccccc1	1.2	6%	7.3	48	1.6%	-3%	11%	-0.8%	-0.1%	i
50	COc1cc(C(=O)O)ccc1OCc1ccncc1	nt	-21%	0.0	66	1.9%	8%	-1%	nt	0.2%	nt
51	COc1cc(OC)cc(C(=O)Nn2cc(C(=O)Nc3c(F)cccc3F)c3ccccc3c2=O)c1	1	-28%	0.3	45	-1.0%	32%	6%	-1.4%	-0.2%	i
52	Nc1nnc(SCc2cn3cc(Cl)ccc3n2)s1	1	-55%	-0.7	92	1.1%	2%	-11%	-0.5%	-0.2%	i
53	CC1(C)Cc2c(c(-c3ccco3)nc3sc4c(NCC5CCCO5)ncnc4c23)CO1 (configuration not stated)	1.1	-40%	8.8	49	2.1%	-42%	3%	-1.2%	-0.3%	i
